UCHL1 block = human UCHL1 deubiquitinase inhibition. purified UCHL1, Ub-rhodamine cleavage fluorescence. inhibition, % at 20 µM. 47,000 tested, 0.2% active
OTUD3 inh = inhibitors of human OTUD3 deubiquitinase; AID 1645858; inhibition, % at 25 µM; 47,000 tested, 0.7% active; purified OTUD3, Ub-rhodamine fluorescence, 2 h; Q5T2D3
USP17 block = inhibitors of human USP17 deubiquitinase; A8MUK1; purified USP17, Ub-rhodamine cleavage fluorescence, 3 h; inhibition, % at 50 µM; 47,000 tested, 6.5% active
USP28 inh = human USP28 deubiquitinase inhibition; Q96RU2; purified USP28, Ub-rhodamine cleavage fluorescence, 30 min; inhibition, % at 25 µM; 47,000 tested, 3% active; AID 1645857
USP8 inh = inhibitors of human USP8 deubiquitinase; inhibition, % at 20 µM; purified USP8, Ub-rhodamine cleavage fluorescence, 30 min; 47,000 tested, 4.2% active; AID 1645853; P40818
Target sequence (P40818 whole entry, looked up): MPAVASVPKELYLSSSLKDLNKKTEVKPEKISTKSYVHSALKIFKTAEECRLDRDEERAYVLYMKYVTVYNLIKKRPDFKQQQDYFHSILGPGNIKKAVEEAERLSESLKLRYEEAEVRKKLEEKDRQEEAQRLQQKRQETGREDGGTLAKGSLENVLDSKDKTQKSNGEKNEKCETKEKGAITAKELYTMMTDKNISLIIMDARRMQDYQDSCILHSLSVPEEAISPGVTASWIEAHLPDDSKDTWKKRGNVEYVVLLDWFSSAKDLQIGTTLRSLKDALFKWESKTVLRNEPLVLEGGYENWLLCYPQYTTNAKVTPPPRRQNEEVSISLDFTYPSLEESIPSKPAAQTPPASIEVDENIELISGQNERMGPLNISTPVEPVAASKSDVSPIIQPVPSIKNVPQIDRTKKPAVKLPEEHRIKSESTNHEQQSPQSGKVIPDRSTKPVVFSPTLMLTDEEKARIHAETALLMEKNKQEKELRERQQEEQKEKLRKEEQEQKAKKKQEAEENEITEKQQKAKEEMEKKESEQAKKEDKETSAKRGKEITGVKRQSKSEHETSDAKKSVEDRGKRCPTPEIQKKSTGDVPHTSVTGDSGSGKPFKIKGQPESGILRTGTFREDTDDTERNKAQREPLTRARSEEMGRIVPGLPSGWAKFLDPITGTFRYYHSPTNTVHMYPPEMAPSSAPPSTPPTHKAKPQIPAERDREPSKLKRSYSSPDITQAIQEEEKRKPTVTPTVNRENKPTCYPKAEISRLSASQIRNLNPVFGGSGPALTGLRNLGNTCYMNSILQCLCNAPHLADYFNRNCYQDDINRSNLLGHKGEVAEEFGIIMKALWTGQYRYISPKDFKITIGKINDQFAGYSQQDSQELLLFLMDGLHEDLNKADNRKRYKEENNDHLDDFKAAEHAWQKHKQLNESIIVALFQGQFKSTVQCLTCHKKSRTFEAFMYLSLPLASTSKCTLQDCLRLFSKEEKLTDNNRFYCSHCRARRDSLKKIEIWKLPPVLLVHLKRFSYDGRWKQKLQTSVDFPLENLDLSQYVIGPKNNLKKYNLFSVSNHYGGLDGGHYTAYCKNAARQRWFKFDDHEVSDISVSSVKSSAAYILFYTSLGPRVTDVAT
USP10 inh = blocks human USP10 ubiquitin-rhodamine cleavage; 47,000 tested, 1.1% active; Q14694; AID 1645856; purified USP10, Ub-rhodamine fluorescence, 60 min; inhibition, % at 20 µM
USP30 block = human USP30 deubiquitinase inhibition | Q70CQ3 | 47,000 tested, 5.3% active | purified USP30, Ub-rhodamine cleavage fluorescence | inhibition, % at 25 µM | AID 1645860
USP7 block = inhibitors of human USP7 deubiquitinase; Q93009; purified USP7, Ub-rhodamine cleavage fluorescence; inhibition, % at 20 µM; 47,000 tested, 0.3% active; AID 1645854
* = called active by the depositor. Rule as the data show it: active = inhibition above about 30%; inactive = the rest.

How did Cc1ccc(NC(=O)Cc2nc(-c3ccccc3)n[nH]2)c(C)c1 do in these assays?
UCHL1 block: -10; OTUD3 inh: -14; USP17 block: -10; USP28 inh: -16; USP8 inh: -4; USP10 inh: -6; USP30 block: -28; USP7 block: -8

What do the screens show for `O=C(Nc1cc(F)ccc1F)c1cc(C2CC2)n2nccc2n1`?
UCHL1 block: -1; OTUD3 inh: -5; USP17 block: 1; USP28 inh: -16; USP8 inh: -8; USP10 inh: -1; USP30 block: -18; USP7 block: -1

Results for O=C(N[C@H]1C[C@@H]2C[C@H]1N(C(=O)c1ccc3c(c1)OCO3)C2)c1ccccc1 ?
UCHL1 block: -27; OTUD3 inh: -89; USP17 block: -195; USP28 inh: -126; USP8 inh: -142; USP10 inh: -6; USP30 block: -354; USP7 block: -24

What do the screens show for `CCc1ccc(NC(=O)c2nc3nc(C)cc(C)n3n2)cc1`?
UCHL1 block: 1; OTUD3 inh: -2; USP17 block: -11; USP28 inh: -5; USP8 inh: 1; USP10 inh: 3; USP30 block: 4; USP7 block: -1

Results for Cc1cn[nH]c1CC1CCCN(S(=O)(=O)c2cccc(F)c2)C1 (centres undefined) ?
UCHL1 block: 1; OTUD3 inh: 15; USP17 block: -6; USP28 inh: 21; USP8 inh: -18; USP10 inh: 2; USP30 block: 20; USP7 block: 0

How did CN1CCc2nc(N3CCN(C(=O)c4ccccc4)CC3)sc2C1 do in these assays?
UCHL1 block: -4; OTUD3 inh: -10; USP17 block: -3; USP28 inh: -7; USP8 inh: -3; USP10 inh: -2; USP30 block: -22

What do the screens show for `N#Cc1cccc(Cn2c(-c3nc(-c4ccccc4)no3)cccc2=O)c1`?
UCHL1 block: -5; OTUD3 inh: -30; USP17 block: -31; USP28 inh: -8; USP8 inh: 8; USP10 inh: -3; USP30 block: -71; USP7 block: 1

Results for NS(=O)(=O)c1ccc(NS(=O)(=O)c2ccc(NC(=O)c3ccccc3)cc2)cc1 ?
UCHL1 block: 2; OTUD3 inh: 4; USP17 block: 6; USP28 inh: 15; USP8 inh: 8; USP10 inh: 1; USP30 block: 25; USP7 block: 5

What do the screens show for `O=C(O)CCC(=O)Nc1ccc(OC(F)(F)F)cc1`?
UCHL1 block: -1; OTUD3 inh: 3; USP17 block: 5; USP28 inh: -1; USP8 inh: 14; USP10 inh: 4; USP30 block: 0; USP7 block: 1

What do the screens show for `N#Cc1ccc(-c2ccc(F)cc2)nc1Oc1ccc(F)cc1`?
UCHL1 block: 1; OTUD3 inh: 3; USP17 block: 8; USP28 inh: 2; USP8 inh: 10; USP10 inh: 5; USP30 block: 15; USP7 block: 6

How did CN1C(=O)c2cc(S(=O)(=O)Nc3ccc(F)cc3)ccc2Oc2cccnc21 do in these assays?
UCHL1 block: 3; OTUD3 inh: 8; USP17 block: 22; USP28 inh: 10; USP8 inh: 17; USP10 inh: 8; USP30 block: 26; USP7 block: 6

What do the screens show for `COCC1CN(C(=O)C2CCOCC2)Cc2cnn(C)c21` (centres undefined)?
UCHL1 block: -2; OTUD3 inh: 13; USP28 inh: 5; USP8 inh: -42; USP10 inh: -2; USP30 block: 19; USP7 block: 5

How did CO[C@H]1C[C@@H]2CC[C@@H](C)[C@@](O)(O2)C(=O)C(=O)N2CCCC[C@H]2C(=O)O[C@@H]([C@H](C)C[C@@H]2CC[C@@H](O)[C@H](OC)C2)CC(=O)[C@H](C)/C=C(\C)[C@@H](O)CC(=O)[C@H](C)C[C@H](C)/C=C/C=C/C=C/1C do in these assays?
UCHL1 block: 10; OTUD3 inh: -4; USP17 block: 8; USP28 inh: 0; USP8 inh: 17; USP10 inh: 6; USP30 block: -2; USP7 block: 15

Results for CS(=O)(=O)Nc1cc(C(F)(F)F)ccc1N1CCOCC1 ?
UCHL1 block: 2; OTUD3 inh: 5; USP17 block: 9; USP28 inh: 9; USP8 inh: -31; USP10 inh: 4; USP30 block: 21; USP7 block: -1

What do the screens show for `Cc1cc(C)n(-c2ccc(C(=O)NCc3ccc(F)cc3F)cn2)n1`?
UCHL1 block: -3; OTUD3 inh: -12; USP17 block: -15; USP28 inh: -5; USP8 inh: -21; USP10 inh: 0; USP30 block: -31; USP7 block: -6

What do the screens show for `Cc1noc(C)c1CSc1ncccc1C(=O)Nc1ccnn1C1CCCCC1`?
UCHL1 block: -1; OTUD3 inh: -3; USP17 block: 2; USP28 inh: -6; USP8 inh: -9; USP10 inh: 0; USP30 block: -3; USP7 block: -38

What do the screens show for `CC1(C(=O)NCc2ccccc2)CCC(=O)N1Cc1ccc2c(c1)OCO2` (centres undefined)?
UCHL1 block: -2; OTUD3 inh: 5; USP17 block: 2; USP28 inh: 3; USP8 inh: 12; USP10 inh: -1; USP30 block: 15; USP7 block: -2

What do the screens show for `Cc1cc(Nc2ccc(Cl)cc2)n2nc(-c3cccnc3)nc2n1`?
UCHL1 block: 3; OTUD3 inh: 9; USP17 block: 12; USP28 inh: 4; USP8 inh: 16; USP10 inh: 5; USP30 block: 13; USP7 block: 6

Results for C[C@@H]1CC[C@H]2C(CN(C)CC(C)(O)c3ccccc3)C(=O)O[C@]23[C@H]1CC[C@@]1(C)O[C@@H]31 (some centres undefined) ?
UCHL1 block: -1; OTUD3 inh: -4; USP17 block: -17; USP28 inh: -10; USP8 inh: -5; USP10 inh: 1; USP30 block: -8; USP7 block: 0

How did Cc1ccc(NC(=O)COc2ccccc2C#N)cc1 do in these assays?
UCHL1 block: -1; OTUD3 inh: 1; USP17 block: 16; USP28 inh: -1; USP8 inh: 1; USP10 inh: 3; USP30 block: 7; USP7 block: -5

Results for CC(C)N1CCOC2(CCN(Cc3cnn(C)c3)CC2)c2ccccc21 ?
UCHL1 block: -8; OTUD3 inh: -22; USP17 block: -64; USP28 inh: -39; USP8 inh: -138; USP10 inh: -10; USP30 block: -104; USP7 block: -9

How did CC(CCc1ccccc1)NC(=O)c1cc2cc(Oc3ccccc3)ccc2[nH]1 (centres undefined) do in these assays?
UCHL1 block: 5; OTUD3 inh: 19; USP17 block: 32*; USP28 inh: 6; USP8 inh: 13; USP10 inh: 8; USP30 block: 8; USP7 block: 7

Results for c1ccc2c(c1)C(N1CCCC1)CCC21CCN(C2CCOCC2)CC1 (centres undefined) ?
UCHL1 block: 0; OTUD3 inh: 16; USP17 block: -10; USP28 inh: 9; USP8 inh: -218; USP10 inh: -1; USP30 block: 23; USP7 block: 3

Results for Cc1nnc(-c2c(S(=O)(=O)NC3CCCCCC3)c(C)n(C)c2C)o1 ?
UCHL1 block: 2; OTUD3 inh: 2; USP17 block: -1; USP28 inh: 2; USP8 inh: 3; USP10 inh: 0; USP30 block: -27; USP7 block: 1

What do the screens show for `O=C(c1cnc(-c2ccccc2)nc1-c1ccccc1)N1CCN(c2ccccc2F)CC1`?
UCHL1 block: 6; OTUD3 inh: -3; USP17 block: -12; USP28 inh: -10; USP8 inh: 0; USP10 inh: 4; USP30 block: -12; USP7 block: 7

How did Cc1ccc(NC(=O)CCc2c(C)nn(-c3cc(N4CCOCC4)ncn3)c2C)c(C)c1 do in these assays?
UCHL1 block: -5; OTUD3 inh: -9; USP28 inh: -1; USP8 inh: -14; USP10 inh: -1; USP30 block: 19; USP7 block: -2

What do the screens show for `CC1CCN(C(=O)CCc2ccnc(N3CCOCC3)c2)CC1`?
UCHL1 block: -3; OTUD3 inh: 2; USP17 block: 5; USP28 inh: -6; USP8 inh: 6; USP10 inh: 0; USP30 block: 10; USP7 block: -3

How did Cc1cccc(NC(=O)c2c(-c3c(F)cccc3Cl)noc2C)n1 do in these assays?
UCHL1 block: 0; OTUD3 inh: 1; USP17 block: -1; USP8 inh: 0; USP10 inh: 0; USP7 block: 1

What do the screens show for `COC(=O)c1ccc(CN2CCN(c3cnn4cnnc4c3)CC2)cc1`?
UCHL1 block: -2; OTUD3 inh: -8; USP17 block: 0; USP28 inh: -7; USP8 inh: 7; USP10 inh: 0; USP30 block: -11; USP7 block: -3

Results for COc1ccc2c(c1OC)C(=O)N1CC(c3ccccc3)c3c([nH]c4ccccc34)C21 (centres undefined) ?
UCHL1 block: 6; OTUD3 inh: 8; USP17 block: 19; USP28 inh: 12; USP8 inh: 18; USP10 inh: -10; USP30 block: -9; USP7 block: -13

Copied from the entries so far for reference:
How did Cc1cccc(NC(=O)c2c(-c3c(F)cccc3Cl)noc2C)n1 do in these assays?
UCHL1 block: 0; OTUD3 inh: 1; USP17 block: -1; USP8 inh: 0; USP10 inh: 0; USP7 block: 1

What do the screens show for `COC(=O)c1ccc(CN2CCN(c3cnn4cnnc4c3)CC2)cc1`?
UCHL1 block: -2; OTUD3 inh: -8; USP17 block: 0; USP28 inh: -7; USP8 inh: 7; USP10 inh: 0; USP30 block: -11; USP7 block: -3

Results for COc1ccc2c(c1OC)C(=O)N1CC(c3ccccc3)c3c([nH]c4ccccc34)C21 (centres undefined) ?
UCHL1 block: 6; OTUD3 inh: 8; USP17 block: 19; USP28 inh: 12; USP8 inh: 18; USP10 inh: -10; USP30 block: -9; USP7 block: -13

The listing picks up, repeating the 4 entries before the break.
What do the screens show for `CC1CCN(C(=O)CCc2ccnc(N3CCOCC3)c2)CC1`?
UCHL1 block: -3; OTUD3 inh: 2; USP17 block: 5; USP28 inh: -6; USP8 inh: 6; USP10 inh: 0; USP30 block: 10; USP7 block: -3

How did Cc1cccc(NC(=O)c2c(-c3c(F)cccc3Cl)noc2C)n1 do in these assays?
UCHL1 block: 0; OTUD3 inh: 1; USP17 block: -1; USP8 inh: 0; USP10 inh: 0; USP7 block: 1

What do the screens show for `COC(=O)c1ccc(CN2CCN(c3cnn4cnnc4c3)CC2)cc1`?
UCHL1 block: -2; OTUD3 inh: -8; USP17 block: 0; USP28 inh: -7; USP8 inh: 7; USP10 inh: 0; USP30 block: -11; USP7 block: -3

Results for COc1ccc2c(c1OC)C(=O)N1CC(c3ccccc3)c3c([nH]c4ccccc34)C21 (centres undefined) ?
UCHL1 block: 6; OTUD3 inh: 8; USP17 block: 19; USP28 inh: 12; USP8 inh: 18; USP10 inh: -10; USP30 block: -9; USP7 block: -13

Results for O=C(CCn1c(CO)nc2ccccc21)c1ccccc1 ?
UCHL1 block: -2; OTUD3 inh: -2; USP17 block: -7; USP28 inh: -6; USP8 inh: 1; USP10 inh: -1; USP30 block: -3; USP7 block: -2

How did Cc1nc(-c2ccc(C)c(S(=O)(=O)Nc3ccccc3)c2)cs1 do in these assays?
UCHL1 block: 5; OTUD3 inh: 9; USP17 block: 14; USP28 inh: 16; USP8 inh: 5; USP10 inh: 2; USP30 block: 3; USP7 block: 5

How did O=C(N1CCCC1c1nnc2n1CCNCC2)C1(c2ccccc2F)CCCC1 (centres undefined) do in these assays?
UCHL1 block: 1; OTUD3 inh: 2; USP17 block: 4; USP28 inh: 10; USP8 inh: 10; USP10 inh: 3; USP30 block: 8; USP7 block: 5

Results for O=C(Cc1cccc(O)c1)N1CCn2c(nnc2C2CC2)C1 ?
UCHL1 block: -1; OTUD3 inh: 9; USP17 block: 4; USP28 inh: 1; USP8 inh: 6; USP10 inh: 2; USP30 block: 19; USP7 block: 3

How did O=C(COc1ccc(F)cc1)Nc1cnc(-c2cccc(Cl)c2)nc1 do in these assays?
UCHL1 block: -3; OTUD3 inh: -38; USP17 block: -64; USP28 inh: -84; USP8 inh: 18; USP10 inh: -7; USP30 block: -247; USP7 block: 0

What do the screens show for `COc1cc(C(=O)NCC(c2cccnc2)N2CCN(c3ccccc3F)CC2)cc(OC)c1OC` (centres undefined)?
UCHL1 block: 0; OTUD3 inh: 3; USP17 block: -5; USP28 inh: 1; USP8 inh: 0; USP10 inh: -3; USP30 block: 16; USP7 block: -1

What do the screens show for `CC(=O)c1c(C)[nH]c(C(=O)Nc2nc(-c3ccccc3)c(C)s2)c1C`?
UCHL1 block: 1; OTUD3 inh: -5; USP17 block: 6; USP28 inh: -13; USP8 inh: 9; USP10 inh: 1; USP30 block: -8; USP7 block: -34

What do the screens show for `COC(=O)c1ccccc1NC(=O)Cn1cc(S(=O)(=O)Cc2ccc(C)cc2)c2ccccc21`?
UCHL1 block: -2; OTUD3 inh: -7; USP17 block: 8; USP28 inh: -12; USP8 inh: 7; USP10 inh: 3; USP30 block: -13; USP7 block: 1

What do the screens show for `Cc1ccc(CSc2nc3c(c(N(C)C)n2)CCCC3)cc1`?
UCHL1 block: 7; OTUD3 inh: 24; USP17 block: 14; USP28 inh: 47*; USP8 inh: 21; USP10 inh: 8; USP30 block: 33*; USP7 block: 12

How did CCCNC(=O)c1ccn(-c2ccc3ccc(-c4cnn(C)c4)cn23)n1 do in these assays?
UCHL1 block: -101; OTUD3 inh: -192; USP17 block: -188; USP28 inh: -272; USP8 inh: -14; USP10 inh: -12; USP30 block: inactive; USP7 block: -106
